D1 potentiator – human D1 dopamine receptor positive modulation; P21728; potentiation, % at 10 µM; HEK293 TREx D1 cells, calcium flux, dopamine EC20 potentiation; 0.036% of 360,000 active; in the data active = potentiation above about 30%; note: 0% is about no effect
RXFP1 antag – RXFP1 (human) relaxin receptor antagonism; Q9HBX9; HEK293-RXFP1, relaxin-stimulated cAMP HTRF, 30 min; stronger effect = lower value; activity change, negative = inhibition, % at 57.5 µM; 0.59% of 350,000 active; AID 1259400;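 active = activity change of -60% or lower, but not beyond a set lower limit; inconclusive = change between -60% and -40%, or beyond the set limit; inactive = change above -40%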; note: % is set by controls: 0 for no effect and ±100 for the full control effect
RXFP1 ag – activates the human relaxin receptor RXFP1; HEK293T-RXFP1 cAMP TR-FRET, 30 min; response scale: percent of porcine relaxin response, buffer zero; Potency, µM (top dose mostly 57.5 µM), for the others: top-dose activation, hits mostly activators; 0.3% of 370,000 active; AID 2676; note: potency is the fitted concentration of half-maximal effect; % is set by controls: 0 for no effect and ±100 for the full control effect; nearly all actives have a fitted effect of over 60% in size; many of its hits are not listed in these tables
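HEK293 cells stably expressing RXFP1, treated 30 min at 37C with compounds plus PDE4 inhibitor Ro 20174; cAMP measured by HTRF TR-FRET. Normalized to buffer and 29 nM porcine relaxin; EC50 by Hill fit.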
D2 PAM – positively modulates the human D2 dopamine receptor allosterically. P14416. 0.34% of 340,000 active. HEK293 T-REx D2, calcium flux, EC20 dopamine potentiation. potentiation, % at 10 µM;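 active = potentiation over 3 SD above the plate norm, cut at about 30% in these data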; note: 0% is about no effect
Target sequence (P14416 whole entry, looked up): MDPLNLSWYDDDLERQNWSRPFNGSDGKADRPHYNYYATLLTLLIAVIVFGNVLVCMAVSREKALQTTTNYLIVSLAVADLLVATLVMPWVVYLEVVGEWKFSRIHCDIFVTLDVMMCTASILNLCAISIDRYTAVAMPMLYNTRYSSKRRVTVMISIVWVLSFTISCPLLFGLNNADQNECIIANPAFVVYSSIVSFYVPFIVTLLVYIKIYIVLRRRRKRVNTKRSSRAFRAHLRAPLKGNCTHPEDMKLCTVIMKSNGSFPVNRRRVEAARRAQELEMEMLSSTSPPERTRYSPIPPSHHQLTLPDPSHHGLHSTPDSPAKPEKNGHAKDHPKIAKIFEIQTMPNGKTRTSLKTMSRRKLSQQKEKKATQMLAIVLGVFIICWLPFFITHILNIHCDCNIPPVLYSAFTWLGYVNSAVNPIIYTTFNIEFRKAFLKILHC
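Potentiation of an EC20 dopamine calcium response measured kinetically over 180 s, after a preceding 180 s compound-only read flagging agonists. Cells: inducible Hek293 Trex D2 line, 4000/well, cultured overnight at 30 C before dye loading.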
D1 antagonist – human D1 dopamine receptor antagonism. 3.2% of 360,000 active. activity change, negative = inhibition, % at 10 µM. P21728. HEK293 TREx D1 cells, calcium flux, dopamine EC80; stronger effect = lower value; in the data active = activity change below about -30%; note: % is set by controls: 0 for no effect and ±100 for the full control effect
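Inducible Hek293 Trex D1 cells (tetracycline, overnight, 30 C). Calcium dye 30–90 min RT. Antagonist mode: EC80 dopamine added after 180 s compound read.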
D1 agonist – activates the human D1 dopamine receptor | 1% of 360,000 active | activation, % at 2 µM | HEK293 T-REx D1 cells, calcium flux, agonist mode; in the data active = activation above about 30%; note: 0% is about no effect
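Inducible HEK293 T-REx D1 cells, force-coupled to calcium signalling, were plated at 4000 cells/well with tetracycline and held overnight at 30 C. After no-wash calcium dye loading, compound-evoked calcium rise over 180 s flagged agonists.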
TRHR agonist – activates the human TRH receptor; AID 493084; activation, % at 2 µM; 0.18% of 360,000 active; TRHR cells, calcium flux fluo-8, FDSS agonist mode; P34981; in the data active = activation above about 30%; note: 0% is about no effect
Target sequence (P34981 whole entry, looked up): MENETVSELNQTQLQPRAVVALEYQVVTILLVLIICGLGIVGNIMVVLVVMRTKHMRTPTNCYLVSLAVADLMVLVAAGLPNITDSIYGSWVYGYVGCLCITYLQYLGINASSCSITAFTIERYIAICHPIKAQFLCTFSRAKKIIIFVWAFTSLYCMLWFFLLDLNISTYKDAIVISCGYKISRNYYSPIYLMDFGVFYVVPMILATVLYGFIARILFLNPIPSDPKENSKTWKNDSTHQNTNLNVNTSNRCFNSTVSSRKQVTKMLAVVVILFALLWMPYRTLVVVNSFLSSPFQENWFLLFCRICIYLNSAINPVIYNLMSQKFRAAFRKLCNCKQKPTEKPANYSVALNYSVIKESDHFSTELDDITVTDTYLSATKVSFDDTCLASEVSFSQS
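In this calcium-flux screen, cells bearing human TRHR are dye-loaded with fluo-8, baselined for 10 cycles, then exposed to library compounds; positive kinetic calcium responses during the agonist phase mark hits, with TRH as control.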
Apoferritin bind – binds horse apoferritin like a general anesthetic; P02791; apoferritin/1-aminoanthracene competitive binding, fluorescence; Potency, µM (top dose mostly 77.5 µM), for the others: at the top dose activity change, negative = displacement, most hits filed as inhibitors; 0.074% of 350,000 active; note: potency is the fitted concentration of half-maximal effect; % is set by controls: 0 for no effect and ±100 for the full control effect; nearly all actives have a fitted effect of over 20% in size
Target sequence (P02791 2-175 limits assumed): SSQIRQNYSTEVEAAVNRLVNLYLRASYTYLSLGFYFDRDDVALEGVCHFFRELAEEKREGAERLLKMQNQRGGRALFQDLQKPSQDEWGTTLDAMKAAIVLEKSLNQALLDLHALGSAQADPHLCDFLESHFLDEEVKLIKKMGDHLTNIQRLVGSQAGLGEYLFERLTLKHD
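Concentration-response curves derived by four-parameter Hill fitting of normalized fluorescence, where compounds displaced 1-AMA from 10 uM horse apoferritin following a brief 10 min room-temperature incubation; propofol titration acted as positive control.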
TRHR PAM – allosteric enhancers of human TRH receptor | P34981 | TRHR cells, fluo-8 calcium fluorescence, EC20 TRH enhancement | enhancement, % at 2 µM | 0.66% of 360,000 active | AID 493056; in the data active = enhancement above about 30%; note: 0% is about no effect
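Enhancer read-out: after compound pinning and an initial kinetic agonist-mode read, an EC20 of TRH (10 nM final) was injected and fluo-8 calcium signal (Ex 480/Em 530) followed at 1 s/cycle for 100 cycles in TRHR-expressing cells.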
An asterisk follows results filed as active; ? = inconclusive; · = not tested or not shown; [ ] = another dose, or the depositor's remark. Unless noted, calls come from the whole dose curve; as a rule, active = well fitted curve in the direction sought with a large enough effect; inconclusive = small, poorly fitted or top-dose-only effect, or another doubt; inactive = no such curve, though single readings can be large; an effect the other way counts as inactive or inconclusive. An excerpt, so the mix of outcomes need not match the whole.

canonical_smiles,RXFP1 antag,TRHR PAM,D2 PAM,D1 antagonist,Apoferritin bind,D1 agonist,TRHR agonist,D1 potentiator,RXFP1 ag
CC(C)CNS(=O)(=O)c1ccc(CCC(=O)NCc2ccc(Cl)cc2)cc1,-2,0,7,4,-9%,1,-1.1,10,-1.2%
Cc1ccc(C)c(NC(=O)C(OC(=O)c2ccc(NC(=O)CC#N)cc2)c2ccccc2)c1 (stereo not given),-29,-5,-5,-4,·,-1,0.0,-5,2.3%
CC(SC(=S)N1CCOCC1)C(=O)O (stereo not given),10,14,-2,-9,-5%,-3,0.3,0,2.0%
COc1ccc(OC)c(NC(=O)CNC(=O)c2cccs2)c1,0,9,2,4,-7%,3,0.4,-1,0.1%
O=C(NC(=O)C(F)(F)F)Nc1ccc(S(=O)(=O)Nc2nccs2)cc1,13,-4,-4,-3,-12%,3,0.8,-2,0.7%
CCN(C(=O)COC(=O)CN(C)S(=O)(=O)c1ccc(NC(C)=O)cc1)C1CCS(=O)(=O)C1 (stereo not given),2,3,-6,8,-6%,0,0.2,-4,-2.0%
O=C1CCCc2ccccc2N1Cc1ccc(Cl)cc1,-8,-2,1,-21,?,5,-0.7,-9,2.2%
O=C(N/C=C/c1ccco1)OCc1ccccc1,-1,6,4,3,-12%,2,0.9,2,2.2%
Cc1ccc2c(C(=O)CN3CCC(C(N)=O)CC3)c(C)[nH]c2c1,·,-1,3,-10,15%,4,0.8,0,3.9%
CCN1CCN(C(=O)C2CCCN(c3ncnc4c3nc3n4CCCCC3)C2)CC1 (stereo not given),-15,0,4,4,-2%,2,0.6,0,13%
O=C(NC1CCN(Cc2ccccc2)CC1)C12CC3CC(CC(C3)C1)C2,11,-9,-29,10,-12%,7,1.1,-1,0.6%
CNc1nc(C)c([N+](=O)[O-])c(Nc2ccc(OC)cc2)n1,-16,4,-5,-27,6%,2,0.3,-6,0.0%
O=C(c1cccs1)N1CCN(C2CCCCC2)CC1,0,2,4,8,-8%,2,0.6,1,0.6%
CCc1ccc(S(=O)(=O)Nc2cc3c(cc2C)n(C)c(=O)n3C)cc1,-11,-8,-4,-23,-3%,4,0.3,-6,0.0%
CN(Cc1ccccc1)C(=O)CCn1c(=O)oc2ccccc21,3,5,-1,0,-9%,1,-0.5,5,0.2%
Cc1[nH]c2ccccc2c1C(=O)C(C)Sc1nnc(C2CC2)o1 (stereo not given),-7,4,-6,-1,·,17,2.9,·,-0.8%
CCCCN(C(=S)NC(=O)c1ccccc1)c1c(N)n(Cc2ccccc2)c(=O)[nH]c1=O,-4,3,1,-2,-18%,1,0.1,-2,-2.2%
Cc1ccc2nc(SCC(=O)N3CCN(C(=O)c4ccco4)CC3)[nH]c2c1,·,1,10,9,0%,0,-0.5,1,-1.1%
Cc1cccc(N=Cc2c(O)cc(C)oc2=O)c1,9,-4,5,-13,-14%,7,2.7,-1,-0.2%
CCOc1ccccc1C1C(C#N)=C(N)N(N(C)C)C2=C1C(=O)CCC2 (stereo not given),-9,2,20,-5,-1%,2,-0.6,9,-1.7%
CN1CCN(c2ccc(S(=O)(=O)N3CCCCC3)cc2NC(=O)COc2ccc([N+](=O)[O-])cc2)CC1,-11,0,·,5,·,2,-0.2,8,1.2%
COc1ccc(NC(=O)Cn2nnc(-c3ccccc3NC(=O)c3cccs3)n2)cc1,-10,-8,0,-4,-15%,2,1.9,-5,-0.7%
CCN(CC)CCCN(C)C(=O)Cn1nc(Cc2ccncc2)c2ccccc2c1=O,2,-1,13,3,2%,0,0.0,1,-0.8%
CCn1c(SCC(=O)NC2CCCC2)nnc1-c1ccoc1C,-3,3,3,6,-1%,1,0.4,-3,0.0%
COCCC(=O)N1CCC(Oc2ccc(C(=O)N3CCCCCC3)cc2)CC1,-4,1,-5,7,-3%,4,0.1,-7,4.2%
O=C(C[n+]1ccc(C(=O)N/N=C/c2ccc(OCc3ccccc3)cc2)cc1)c1ccccc1,7,6,7,4,?,0,-0.6,-3,-1.0%
COc1ccc2c(c1)[C@H]1[C@H](CO2)[C@H](c2ccccc2)[C@]2(C)C(=O)N(CC3CCCO3)CC(=O)N12 (stereo not given in full),·,-14,4,·,·,0,-0.7,0,2.3%
COc1ccc(C)cc1NC(=O)C1CCN(S(=O)(=O)c2c(C)noc2/C=C/c2ccco2)CC1,-8,-3,5,3,-10%,0,0.0,5,1.5%
CN(C)S(=O)(=O)c1ccc(S(=O)(=O)NCc2cccs2)cc1,3,-1,8,17,-9%,3,0.5,-7,-1.8%
O=C(CN1CCN(C(=O)C2CC2)CC1)Nc1cc(C(F)(F)F)cc(C(F)(F)F)c1,-9,2,-5,0,·,1,-0.2,-3,-0.5%

Reformatted as labelled records: entries from further up.
Compound: CCN1CCN(C(=O)C2CCCN(c3ncnc4c3nc3n4CCCCC3)C2)CC1 (stereo not given)
  RXFP1 antag: -15
  TRHR PAM: 0
  D2 PAM: 4
  D1 antagonist: 4
  Apoferritin bind: -2%
  D1 agonist: 2
  TRHR agonist: 0.6
  D1 potentiator: 0
  RXFP1 ag: 13%
Compound: O=C(NC1CCN(Cc2ccccc2)CC1)C12CC3CC(CC(C3)C1)C2
  RXFP1 antag: 11
  TRHR PAM: -9
  D2 PAM: -29
  D1 antagonist: 10
  Apoferritin bind: -12%
  D1 agonist: 7
  TRHR agonist: 1.1
  D1 potentiator: -1
  RXFP1 ag: 0.6%
Compound: CNc1nc(C)c([N+](=O)[O-])c(Nc2ccc(OC)cc2)n1
  RXFP1 antag: -16
  TRHR PAM: 4
  D2 PAM: -5
  D1 antagonist: -27
  Apoferritin bind: 6%
  D1 agonist: 2
  TRHR agonist: 0.3
  D1 potentiator: -6
  RXFP1 ag: 0.0%

Next section.
canonical_smiles,RXFP1 antag,TRHR PAM,D2 PAM,D1 antagonist,Apoferritin bind,D1 agonist,TRHR agonist,D1 potentiator,RXFP1 ag
CC(=O)c1ccc(Oc2ccc(C(=O)c3ccc(C)c(C)c3)cc2[N+](=O)[O-])cc1,-5,2,4,-5,7%,3,-0.9,11,1.0%
Cc1ccc2nc3c(nc2c1C)C(O)=C3O,-22,2,5,-1,5%,3,-0.3,1,2.8%
CC(C)CCn1c(N)c(S(=O)(=O)c2cccs2)c2nc3ccccc3nc21,7,2,5,41,6%,1,-0.5,4,1.7%
COc1cccc(NC(=O)CSc2nc3ccc(NC(=O)c4ccco4)cc3s2)c1,·,2,10,-16,28%,22,-0.8,-2,6.1%
O=S(=O)(Nc1ccccc1N1CCCCC1)c1ccc(F)cc1F,-1,0,4,6,-9%,1,0.5,3,0.8%
Cc1cccc(NC(=S)NNc2cccc(Cl)c2)c1,-6,11,·,-4,6%,4,-0.4,·,-0.2%
Cc1ccccc1Cn1ccc(NC(=O)c2nn(C)cc2[N+](=O)[O-])n1,5,1,9,0,-8%,1,0.3,-11,-0.5%
COc1ccc(C(=O)Nc2ccc3nc(C)sc3c2)cc1OC,14,-4,0,1,28%,2,-0.1,-5,-0.3%
CCOc1ccccc1NC(=O)c1c(NC(=O)COc2ccc(Cl)cc2)sc2c1CCCCC2,-3,2,-1,8,2%,-2,-0.3,0,-1.0%
O=C(O)c1nnn(-c2ccc(F)cc2F)c1-c1ccccc1,1,-3,-8,6,7%,2,-0.2,0,-3.2%
CCCn1nc(NC(=O)c2cccs2)c2cc3cccc(C)c3nc21,-28,11,-12,-9,-2%,5,0.3,-9,2.3%
CCOc1ccc(OCC)c(NS(=O)(=O)c2ccc3c(c2)n(C)c(=O)c(=O)n3C)c1,12,-1,21,9,3%,1,-1.6,1,-0.6%
COC(=O)c1nn(-c2ccc3c(c2)CCN3C(C)=O)cc1O,2,6,23,-8,-2%,2,-0.2,-3,10.0%
CCOC(=O)c1c(NC(=O)c2cc(-c3ccc(OC)c(OC)c3)on2)sc2c1CCCC2,3,6,1,-5,2%,1,1.0,1,-0.4%
CC(=O)C1=C(C)OC(N)=C(C#N)C1c1ccncc1 (stereo not given),-6,-2,·,16,-9%,3,-0.8,-1,-0.9%
CCOc1ccc(NC(=S)Nc2ccc(OC)cc2)cc1,-12,1,3,-1,-12%,2,-0.1,1,2.5%
CC(C(=O)N1CCCC1)N1CCN(c2ccccc2O)CC1 (stereo not given),-1,-4,-3,10,-5%,2,-0.2,-13,0.1%
Cc1ccc(NS(=O)(=O)c2ccc(Cl)c(C(=O)Nc3cccc(C(=O)O)c3)c2)cc1,-2,3,4,-1,-2%,3,0.7,-3,-5.1%
O=C(Cc1ccc(Cl)cc1)NNc1c(F)c(F)cc(F)c1F,-6,-3,4,16,-7%,6,-0.4,-4,1.2%
Cc1cc(NC(=O)c2cc(-c3ccc(Cl)cc3)on2)nn1Cc1ccc(Cl)cc1,-6,6,2,-3,57%[activator],1,-1.8,0,-6.5%
COCCNc1oc(/C=C/c2ccc(F)cc2)nc1S(=O)(=O)c1ccccc1,1,6,-1,16,64%[activator],1,-0.7,-4,6.8%
O=C(c1ccccc1)N1C(=O)C(c2ccccc2)Oc2ccccc21 (stereo not given),-14,-2,-6,3,-13%,2,-0.7,-8,-0.2%
O=C(NCCn1cccn1)C1CCC(=O)N(CCc2ccc(Cl)cc2)C1 (stereo not given),17,23,-5,12,-1%,3,0.8,0,3.0%
Cc1ccc(C(=O)NCC(c2ccco2)S(=O)(=O)c2ccc(Cl)cc2)cc1C (stereo not given),-15,-6,-13,·,-15%,-1,-0.4,-3,-0.1%
O=C1C=C(c2cccs2)CC(c2cccs2)C1n1cnc([N+](=O)[O-])c1 (stereo not given),-9,2,-8,-22,?,0,-0.2,-2,-2.3%
CCN(CC(=O)N1CCOCC1)S(=O)(=O)c1ccc(F)cc1,10,1,2,2,-6%,1,-1.4,27,-3.1%
Cc1cc(=O)oc2c1c(C)nn2-c1cccc(Cl)c1,12,-2,-3,-20,-9%,-1,0.1,3,3.5%
COc1ccc(-c2cc(-c3ccccc3)nc3c2COc2ccc(F)cc2-3)cc1,·,8,-3,22,9%,0,2.8,0,-1.2%
N#Cc1c([N+](=O)[O-])cc([N+](=O)[O-])cc1S(=O)(=O)Cc1ccccc1,?,-11,-5,-35*,·,2,-2.4,-4,-3.0%
O=c1c2cccnc2nc2n1CCCCC2,-1,-14,8,-9,-7%,1,0.2,-2,21%
CCOc1ccc(NC(=O)Cn2c(=O)cc(C)c3c(C)nn(-c4ccc(CC)cc4)c32)cc1,·,2,20,-7,-4%,3,1.0,7,-2.3%
Cc1[nH]c2ccccc2c1C(=O)C(=O)NCCc1ccc(S(N)(=O)=O)cc1,·,-5,-4,13,-4%,3,0.6,-1,1.4%
Cc1nc2ccccc2n1CCCOc1ccccc1,2,-5,-10,-16,-10%,8,0.3,-16,0.8%

Screening data as filed in PubChem.
